PREPL inh: inhibitors of human prolyl oligopeptidase-like enzyme PREPL. inhibition, % at 5.96 µM. hit rate 0.68% among 320,000. recombinant PREPL, fluorescence polarization activity-based probe. Q4J6C6. AID 2751; in the data active means inhibition above about 43%;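 further: 0% = enzyme with DMSO and 100% = wells lacking enzyme; many of its hits are not listed in these tables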
PME-1 primary: PME-1 (human) inhibition; Q9Y570; recombinant PME-1, FP-Rh probe fluorescence polarization; inhibition, % at 5.9 µM; hit rate 0.53% among 320,000; AID 2130;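 active means inhibition above the campaign mean of all compounds plus 3 SD, cut at about 26% in these data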;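 further: competitive labeling of PME-1 active site by serine hydrolase directed probe; 0% = PME-1 with DMSO and 100% = wells lacking PME-1 enzyme; inhibitors block probe labeling so polarization falls and inhibition rises; many of its hits are not listed in these tables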
Target sequence (Q9Y570 whole entry, looked up): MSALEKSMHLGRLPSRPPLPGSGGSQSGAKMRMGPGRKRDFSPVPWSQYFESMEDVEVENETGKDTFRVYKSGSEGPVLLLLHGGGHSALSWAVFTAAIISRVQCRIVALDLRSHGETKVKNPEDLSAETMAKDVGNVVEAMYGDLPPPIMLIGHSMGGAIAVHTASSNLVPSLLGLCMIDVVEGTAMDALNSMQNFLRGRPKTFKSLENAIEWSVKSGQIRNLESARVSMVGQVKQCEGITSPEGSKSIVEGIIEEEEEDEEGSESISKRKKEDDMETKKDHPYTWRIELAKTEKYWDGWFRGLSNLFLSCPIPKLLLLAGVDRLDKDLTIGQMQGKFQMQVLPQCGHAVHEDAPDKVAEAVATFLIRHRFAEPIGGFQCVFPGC
LYPLA2 counter: blocks human lysophospholipase 2, a PME1 counter-screen; O95372; hit rate 0.38% among 320,000; inhibition, % at 5.9 µM; recombinant LYPLA2, FP-Rh probe fluorescence polarization;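 active means inhibition above the screen-wide mean plus 3 SD, limit set per campaign, cut at about 26% in these data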;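 further: 0% = LYPLA2 with DMSO and 100% = wells lacking LYPLA2 enzyme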
Target sequence (O95372 whole entry, looked up): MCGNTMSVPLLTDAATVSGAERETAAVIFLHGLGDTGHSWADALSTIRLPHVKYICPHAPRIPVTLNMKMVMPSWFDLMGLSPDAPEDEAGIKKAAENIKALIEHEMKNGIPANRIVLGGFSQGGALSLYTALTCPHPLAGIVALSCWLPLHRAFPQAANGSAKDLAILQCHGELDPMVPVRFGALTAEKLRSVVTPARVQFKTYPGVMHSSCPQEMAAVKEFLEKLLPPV
PAD4 inh: inhibitors of human PAD4 | Q9UM07 | recombinant PAD4, RCA probe fluorescence polarization | inhibition, % at 6.36 µM | hit rate 0.41% among 330,000;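 active means percent inhibition above a cutoff equal to the mean of all tested compounds plus 3 SD, cut at about 15% in these data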;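 further: 0% = PAD4 with RCA probe and DMSO and 100% = probe without PAD4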
pPAFAH inh: pPAFAH (human) enzyme inhibition | inhibition, % at 3.39 µM | recombinant pPAFAH, FP-rhodamine probe fluorescence polarization | AID 463082 | Q13093 | hit rate 1.5% among 330,000;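 active means inhibition above the mean inhibition across the screen plus 3 SD, cut at about 25% in these data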;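 further: inhibitors block binding of the rhodamine activity-based probe so polarization drops; 0% = enzyme with DMSO and 100% = wells lacking pPAFAH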
PAFAH1B3 inh: inhibitors of human PAFAH1B3. inhibition, % at 3.39 µM. hit rate 0.28% among 340,000. AID 492972. Q15102. recombinant PAFAH1B3, FP-rhodamine probe, fluorescence polarization;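 active means inhibition above the screen-wide average of all tested compounds plus 3 SD, cut at about 25% in these data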;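 further: 0% = enzyme with DMSO only and 100% = wells lacking PAFAH1B3 protein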
Target sequence (Q15102 whole entry, looked up): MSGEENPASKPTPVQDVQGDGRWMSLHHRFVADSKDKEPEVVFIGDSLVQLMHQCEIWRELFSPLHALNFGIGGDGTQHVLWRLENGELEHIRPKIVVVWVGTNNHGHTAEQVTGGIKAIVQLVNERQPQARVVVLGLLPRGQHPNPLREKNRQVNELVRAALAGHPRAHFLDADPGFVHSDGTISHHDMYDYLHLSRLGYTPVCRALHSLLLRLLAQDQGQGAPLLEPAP
GSTO1 counter: GSTO1 inhibition, counter-screen for RBBP9 inhibitors; P78417; recombinant GSTO1, activity-based probe fluorescence polarization; hit rate 1.1% among 300,000; inhibition, % at 5.96 µM; AID 1974;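 active means inhibition above the campaign mean inhibition plus 3 SD, cut at about 35% in these data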;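 further: 0% = GSTO1-1 with DMSO and 100% = wells lacking GSTO1-1 enzyme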
Target sequence (P78417 whole entry, looked up): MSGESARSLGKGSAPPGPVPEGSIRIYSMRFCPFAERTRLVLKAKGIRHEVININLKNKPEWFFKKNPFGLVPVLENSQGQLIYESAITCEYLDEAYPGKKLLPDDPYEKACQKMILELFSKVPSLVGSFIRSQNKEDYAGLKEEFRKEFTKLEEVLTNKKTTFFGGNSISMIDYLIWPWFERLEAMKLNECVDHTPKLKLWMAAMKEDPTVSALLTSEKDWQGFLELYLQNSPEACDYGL
PAFAH1B2 inh: inhibitors of human PAFAH1B2; hit rate 1.2% among 340,000; AID 492953; P68402; recombinant PAFAH1B2, FP-rhodamine activity probe, fluorescence polarization; inhibition, % at 3.39 µM;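 active means inhibition above the mean of all tested compounds plus 3 SD, cut at about 24% in these data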;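 further: 0% = enzyme with DMSO and 100% = wells lacking PAFAH1B2; many of its hits are not listed in these tables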
LYPLA1 counter: blocks human lysophospholipase 1, a PME1 counter-screen | O75608 | recombinant LYPLA1, FP-Rh probe fluorescence polarization | inhibition, % at 5.9 µM | hit rate 0.16% among 320,000;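 active means inhibition above the mean of all tested compounds plus 3 SD, set per campaign, cut at about 14% in these data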;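 further: inhibitors block serine hydrolase probe labeling of LYPLA1 so polarization falls; 0% = enzyme with DMSO and 100% = wells lacking LYPLA1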
* hit, by the source's call; / = not tested or not shown. Not all compounds are listed. The share of hits here may be higher or lower than overall.

SMILES | PREPL inh | PME-1 primary | LYPLA2 counter | PAD4 inh | pPAFAH inh | PAFAH1B3 inh | GSTO1 counter | PAFAH1B2 inh | LYPLA1 counter
CC(C)c1ccc(-c2c(C#N)c(N)nc(SCC(=O)N3CCCCC3)c2C#N)cc1 | -2 | 2 | 11 | -3 | 6 | -6 | -4 | -4 | -2
Cc1noc(C)c1NC(=O)N(C)C[C@H]1Oc2ccc(NS(=O)(=O)c3c(C)noc3C)cc2C(=O)N([C@H](C)CO)C[C@@H]1C | -1 | / | / | -4 | 1 | 16 | / | 5 | /
O=C(CSc1nc2ccc([N+](=O)[O-])cc2s1)NCC1CCCO1 (configuration not stated) | 6 | 3 | -3 | -1 | 1 | 0 | 12 | 7 | -1
Cc1ccc(S(=O)(=O)N2CCN(C(=O)N3CCCC3)CC2)cc1 | 8 | 2 | -7 | -4 | 0 | 0 | 4 | 1 | -4
O=C1C2Sc3[nH]c(=O)sc3C(c3cc([N+](=O)[O-])ccc3O)C2C(=O)N1c1ccccc1 (configuration not stated) | 4 | -2 | 7 | -1 | 14 | 6 | 1 | 6 | 7
Cc1nc2ccccc2c(=O)n1CC(=O)N1CCOCC1 | 3 | 0 | 5 | 5 | 0 | 1 | -1 | -2 | 2
CCOC(=O)N1CCN(c2ncnc3c2oc2nc(C(C)C)c4c(c23)CCC4)CC1 | -5 | -10 | 5 | -6 | 3 | 4 | 5 | 6 | 4
C[C@@H]1O[C@@H](O[C@H]2[C@H](Oc3cc(O)c4c(c3)O[C@H](c3ccc(O)cc3)CC4=O)O[C@H](CO)[C@@H](O)[C@@H]2O)[C@H](O)[C@H](O)[C@H]1O | -1 | -3 | 9 | -25 | 8 | 9 | 7 | -1 | -1
COc1ccc(/C(=N/OC(C)=O)c2nccc3cc(OC)c(OC)cc23)cc1OC | 10 | 4 | 4 | 5 | 2 | 2 | 7 | 1 | 4
CCOc1ccc(CCNC(=O)CN2CCN(Cc3ccccc3C)C2=O)cc1OCC | -1 | 0 | 2 | -1 | 1 | -3 | 1 | 4 | 0

Next part (three carried over from the part before).
SMILES | PREPL inh | PME-1 primary | LYPLA2 counter | PAD4 inh | pPAFAH inh | PAFAH1B3 inh | GSTO1 counter | PAFAH1B2 inh | LYPLA1 counter
C[C@@H]1O[C@@H](O[C@H]2[C@H](Oc3cc(O)c4c(c3)O[C@H](c3ccc(O)cc3)CC4=O)O[C@H](CO)[C@@H](O)[C@@H]2O)[C@H](O)[C@H](O)[C@H]1O | -1 | -3 | 9 | -25 | 8 | 9 | 7 | -1 | -1
COc1ccc(/C(=N/OC(C)=O)c2nccc3cc(OC)c(OC)cc23)cc1OC | 10 | 4 | 4 | 5 | 2 | 2 | 7 | 1 | 4
CCOc1ccc(CCNC(=O)CN2CCN(Cc3ccccc3C)C2=O)cc1OCC | -1 | 0 | 2 | -1 | 1 | -3 | 1 | 4 | 0
COCCOC(=O)C(C#N)c1nc2ccccc2nc1N1CCCC1 (configuration not stated) | -8 | 1 | -5 | 18* | 6 | 6 | 5 | 0 | -2
CC(C)CCN1C(=O)c2ccc(C(=O)Nc3cccc(S(N)(=O)=O)c3)cc2C1=O | 2 | 1 | 21 | -6 | -3 | 8 | -5 | 1 | 6
Cc1ccc(N(C)C(=O)CCS(=O)(=O)c2ccc3c(c2)oc(=O)n3C)cc1 | 3 | -1 | -2 | -7 | 5 | 9 | 5 | 4 | 0
O=C(Cc1ccc(F)cc1)NCCS(=O)(=O)N1CCN(c2ccccc2)CC1 | -27 | 2 | -2 | -4 | 6 | 5 | 5 | 6 | -3
O=C(NNC(=O)C1CC(=O)N(c2ccc3c(c2)OCCO3)C1)c1ccc(F)cc1 (configuration not stated) | -22 | -6 | -5 | -4 | -10 | 2 | -15 | 0 | -1
CC(C)(CSc1ccccn1)NS(=O)(=O)c1ccccc1 | 7 | -1 | 5 | 3 | 4 | 0 | 3 | -5 | 2
C=CCc1ccc(OCC(O)CN2CCCCC2C)c(OC)c1 (configuration not stated) | 11 | 3 | -7 | -2 | -1 | -2 | -5 | 2 | -3
Cc1cc(C)nc(N/N=C/c2ccc([N+](=O)[O-])o2)n1 | -2 | 3 | 10 | -3 | 10 | 0 | 6 | 4 | 6
Cc1ccc2nc(C)cc(N/N=C/c3cccc(O)c3)c2c1 | 24 | -3 | 10 | -3 | 13 | 9 | 5 | -1 | 4
CCN(CC)S(=O)(=O)c1ccc(/C=C/C(=O)OCC(=O)Nc2ccc(C(N)=O)cc2)cc1 | -11 | -24 | -18 | 2 | -2 | -10 | -6 | -4 | -10
CC(=O)C1=C(C)NC(=O)NC1c1cc(Br)ccc1OCC#N (configuration not stated) | 3 | 3 | -4 | -6 | -5 | 15 | -10 | 0 | 1
CCC(C)NC(=O)CSc1ccc(S(=O)(=O)N(C)C2CCCCC2)cn1 (configuration not stated) | 5 | / | / | -5 | 2 | 8 | / | 11 | /
CNC[C@H]1Oc2c(NC(=O)C3CC3)cccc2C(=O)N([C@H](C)CO)C[C@@H]1C | 22 | / | / | -1 | 1 | 7 | / | -5 | /
Cc1ccc(NCc2nnc(SCC(=O)OC3CCCCC3)o2)c(C)c1 | 12 | 1 | 0 | -4 | 5 | 8 | 4 | 15 | -2
CCC1(c2ccccc2)NC(=S)N(c2ccc(C)c(C)c2)N1 (configuration not stated) | 8 | 4 | 3 | 4 | 2 | 10 | -6 | -1 | -1
COc1cc2sc(-c3ccccc3OC)c(-c3ccc(OCCN4CCCCC4)cc3)c2cc1OC | 26 | / | / | 1 | 8 | 6 | / | 7 | /
Cc1cccc(NC(=O)c2nnn(-c3cccc(C(F)(F)F)c3)c2N)c1 | 7 | 1 | 0 | -3 | -5 | 2 | 4 | 2 | 1
CC(=O)N1CCc2cc(S(=O)(=O)CCC(=O)N3CCc4ccccc4C3)ccc21 | -2 | 2 | -3 | -5 | 2 | -1 | -6 | 5 | -2
N#Cc1ccc2ccn(CC(=O)NC3CCCCCC3)c2c1 | -2 | 1 | 1 | 2 | 2 | 2 | 0 | 2 | -5
CCc1ccc(NC(=S)N(CCC(C)C)C2CCN(C(C)=O)CC2)cc1 | 6 | -2 | -9 | 1 | -2 | 11 | 4 | 8 | -6
COc1ccc(S(=O)(=O)N2CCC3(CC2)CC(=O)c2ccccc2O3)cc1C | 4 | 2 | -1 | -3 | 2 | -1 | 7 | -2 | 3
Cc1sc2nc(CSc3ccc([N+](=O)[O-])c(C(F)(F)F)c3)[nH]c(=O)c2c1C | 2 | -13 | -12 | -4 | 2 | 1 | -6 | -8 | -5
CN(C)c1ccc(C(CC(=O)c2ccccc2)C2CCCCC2=O)cc1 (configuration not stated) | 8 | -4 | 5 | -2 | 2 | 6 | -1 | -1 | 2
CC1CN(C(=O)CSc2nnc(-c3ccncc3)n2-c2ccccc2)CC(C)O1 (configuration not stated) | -6 | 0 | 7 | -1 | 1 | -10 | -4 | -1 | 0
Cc1cc2oc(=O)cc(CN3CCC(C)CC3)c2cc1Cl | 6 | -1 | -2 | -1 | -1 | 12 | 5 | 18 | 1
O=S(=O)(Cc1ccccc1)N1CCCc2ccccc21 | -2 | -5 | -2 | 2 | -4 | 11 | 2 | 6 | 0
COc1ccccc1CCNC(=O)c1ccc(C)o1 | 15 | 1 | 4 | -3 | 1 | 8 | 2 | 0 | 0
O=C(NCC(=O)N1CCCC(C(F)(F)F)C1)c1ccco1 (configuration not stated) | 1 | -4 | -1 | -5 | 0 | 5 | / | 7 | -1
Nc1nc(Nc2ccccc2Br)nc(C(F)(F)F)n1 | -6 | -3 | 3 | -2 | -2 | 8 | 0 | 4 | 0
CCn1cnc2cc(NCc3ccc(N(C)C)cc3)ccc21 | 27 | -3 | 9 | 4 | 11 | -2 | 16 | 2 | 1

Sorted by number of heavy atoms (falling): 3 of the compounds above
SMILES | PREPL inh | PME-1 primary | LYPLA2 counter | PAD4 inh | pPAFAH inh | PAFAH1B3 inh | GSTO1 counter | PAFAH1B2 inh | LYPLA1 counter
CN(C)c1ccc(C(CC(=O)c2ccccc2)C2CCCCC2=O)cc1 (configuration not stated) | 8 | -4 | 5 | -2 | 2 | 6 | -1 | -1 | 2
Cc1cc2oc(=O)cc(CN3CCC(C)CC3)c2cc1Cl | 6 | -1 | -2 | -1 | -1 | 12 | 5 | 18 | 1
COc1ccccc1CCNC(=O)c1ccc(C)o1 | 15 | 1 | 4 | -3 | 1 | 8 | 2 | 0 | 0

The results go on:
SMILES | PREPL inh | PME-1 primary | LYPLA2 counter | PAD4 inh | pPAFAH inh | PAFAH1B3 inh | GSTO1 counter | PAFAH1B2 inh | LYPLA1 counter
CCOC(=O)[C@H]1[C@H]2COc3ccc(Br)cc3[C@@H]2N2C(=O)c3ccc(C)cc3NC(=O)[C@@]12C | 6 | -4 | -1 | -3 | 0 | -5 | -2 | 0 | 1
CSCCC(NC(=O)CCN1C(=O)c2ccccc2C1=O)C(=O)O (configuration not stated) | -6 | -4 | 2 | 2 | 0 | 1 | 6 | -5 | 3
Cc1cc(OCC(=O)Nc2c(C)n(C)n(-c3ccccc3)c2=O)ccc1[N+](=O)[O-] | 9 | 3 | -1 | -2 | 2 | 5 | 11 | -4 | -2
CCCCNC(=S)NC1CCCC1 | 1 | 8 | 2 | 2 | 1 | 7 | -1 | 4 | 0
Brc1ccc(C2=Nn3c(nnc3-c3n[nH]c4c3CCC4)SC2)cc1 | -10 | -5 | -8 | -2 | 5 | 3 | -9 | 11 | -8
COc1ccc(NC(=O)CSc2nc3c([nH]c4ccccc43)c(=O)n2C)c(OC)c1 | -8 | -9 | 2 | -3 | -6 | 5 | -3 | 3 | 3
c1ccc(Sc2cnc3ccccc3n2)cc1 | 1 | 3 | 10 | -1 | 6 | -2 | 1 | 3 | 1
COc1cc(/C=C2\SC(=O)NC2=O)ccc1Oc1ccc([N+](=O)[O-])cc1[N+](=O)[O-] | -3 | 18 | 26 | 9 | 21 | 4 | 8 | -1 | -3
Cc1nc(Cl)c(C(=O)NC(=O)NCc2ccccc2)c(C)c1Cl | 12 | -9 | 12 | 3 | -7 | 6 | 9 | 6 | 4
CCCn1nc2cc(C(=O)NCc3ccc4c(c3)OCO4)ccc2c1OCC | 9 | -1 | 0 | -1 | -1 | -2 | 4 | 3 | 1
O=C(O)c1cccc(N2C(=O)c3ccc(Oc4ccc(Cl)cc4)cc3C2=O)c1 | 8 | 1 | 53* | -1 | 20 | 3 | -2 | 8 | -3
COCCN1Cc2cccc(C(=O)Nc3cccnc3)c2C1=O | -3 | 6 | 1 | 0 | 1 | -1 | 5 | 1 | -3
O=C(COC(=O)c1cc(=O)[nH]c2ccccc12)c1ccccc1 | 10 | -2 | 12 | 0 | -3 | 8 | 13 | 4 | -1
O=C(NC1CC1)c1nc(Cn2cc([N+](=O)[O-])cn2)no1 | 8 | 3 | 3 | -1 | 5 | 6 | 5 | 2 | 2
COc1ccc(COC(=O)C2CCN(S(=O)(=O)c3cccs3)CC2)cc1 | 0 | 10 | 4 | 1 | 3 | 0 | 0 | 3 | 3
CC(C)Cn1c(N)c(C=O)c(=O)n(C)c1=O | -7 | -2 | 6 | -1 | 4 | 4 | 4 | 6 | 0
COc1ccccc1C(=O)NCC(=O)OCCCOC(=O)CNC(=O)c1ccccc1OC | 0 | -5 | 0 | 0 | 8 | -1 | 2 | -5 | 1
O=C(NC(C(=O)N/N=C/c1ccncc1)c1n[nH]c(=O)c2ccccc12)c1ccccc1 (configuration not stated) | 0 | -1 | 22 | -8 | -1 | 7 | -244 | 1 | -1
CN(C)/C=N/c1nc2nccc(-c3ccc(Cl)cc3)n2n1 | 7 | 6 | 3 | 2 | -1 | 3 | 3 | 3 | 0

Screening data deposited in PubChem by The Scripps Research Institute Molecular Screening Center.
